Screens as filed in PubChem.
V-ATPase pH: alters yeast V-ATPase proton transport; S. cerevisiae, pHLuorin cytosolic pH fluorescence; response, % at 10 µM; 350,000 compounds, 0.37% hits; in the data active = response mostly above about 7.3%, no sharp cut-off; inactive = mostly below about 5.4%; note: actives read high; inactives centre near 0; some compounds called inactive have numbers as strong as hits; reference of the scale not given here
Arrestin-AP2 inh: inhibitors of human beta-arrestin and AP2 interaction; inhibition, % at 10 µM; 340,000 compounds, 0.31% hits; FITC-arrestin peptide / GST-AP2 beads, flow cytometry; AP2 beta2 appendage carries R879A mutation; AID 504490;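 active = inhibition above a set limit, near 3 SD of compounds lacking own fluorescence, cut at about 54% in these data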;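 note: plate controls were DMSO wells for no effect and 5 µM unlabelled arrestin peptide for full effect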
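System: GST-tagged AP2 beta2-adaptin appendage (R879A) on 4 µm glutathione beads / Reagent: FITC-arrestin peptide, 50 nM / Detection: HyperCyt-sampled flow cytometry, FL1 channel, ex 488/em 535 nm / Timing: 12 min plus 1 h, RT / Buffer or medium: PBS plus Tween 20 (0.05%) and BSA (0.1%)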
OPRM1-OPRD1 ag: OPRM1-OPRD1 heterodimerization agonism | AID 504326 | 340,000 compounds, 0.3% hits | P35372+P41143 | activation, % at 9.3 µM | cells, luminescence; in the data active = activation above about 18%;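 note: 0% = vehicle-treated cells and 100% = reference agonist; values of inactives mirror those of a sister screen read the other way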
HTR5A inv ctr: counter-screen for OPRM1-OPRD1 inverse agonists: human HTR5A inverse agonism. AID 504634. 340,000 compounds, 0.083% hits. HTR5A cell line, luminescence. P47898. inhibition, % at 9.3 µM; in the data active = inhibition mostly above about 23%, no sharp cut-off; inactive = mostly below about 18%;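 note: 0% = cells with DMSO and 100% = no-cell wells with DMSO; some compounds called inactive have numbers as strong as hits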
MOR-DOR inv ag: mu-delta opioid heterodimer inverse agonism | cell-based MOR-DOR heterodimer luminescence | inhibition, % at 9.3 µM | 340,000 compounds, 0.21% hits | AID 504357; in the data active = inhibition above about 22%, passing the limit was not always enough;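 note: 0% = cells with DMSO and 100% = wells without cells with DMSO; values of inactives mirror those of a sister screen read the other way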
PKA-R1A activ: PKA-R1A complex activation | P00514+P68181 | PKA-R1A dissociation, Cy5-IP20 fluorescence polarization; scaled: DMSO 0%, 113 µM cGMP 100% | activation, % at 11.4 µM | 340,000 compounds, 0.083% hits | AID 504707;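 active = percent activation above the mean of all tested compounds plus 3 SD, cut at about 19% in these data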;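 note: higher means more PKAc released from R1A so a rise in polarization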
DAGLB inh: blocks human DAGLB lipase activity. Q8NCG7. HEK293T DAGLB membrane lysate, EnzChek fluorogenic substrate. inhibition, % at 5.17 µM. 340,000 compounds, 0.059% hits. AID 504411; in the data active = inhibition above about 34%;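 note: 0% = enzyme with vehicle and 100% = wells lacking enzyme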
HTR5A ag: HTR5A agonism, opioid heterodimer counter-screen. P47898. HTR5A agonist assay, luminescence, cell-based. activation, % at 9.3 µM. 340,000 compounds, 0.61% hits. AID 504692; in the data active = activation mostly above about 9.5%, no sharp cut-off; inactive = mostly below about 7.6%;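 note: 0% = cells with vehicle only and 100% = reference agonist; strong numbers were not always called active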
PKA-R2B activ: PKA-R2B complex activation | P22694+P31323 | PKA-R2B holoenzyme dissociation, Cy5-IP20 fluorescence polarization; R2B truncated from residue 108, S112A mutant; 0% DMSO only, 100% 113 µM cGMP | activation, % at 11.4 µM | 340,000 compounds, 0.079% hits | AID 504700;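 active = activation above a cutoff set at the mean over all compounds plus 3 SD, cut at about 18% in these data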;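 note: higher means more holoenzyme dissociation and a rise in polarization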
Pemphigus Ab inh: human desmoglein-3 autoantibody binding inhibition; P32926; DSG3-coupled beads, scFv-anti-DSG3-GFP binding, flow cytometry; active compounds read low; binding (percent of control), % at 10 µM; 310,000 compounds, 0.48% hits;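 active = binding more than 3 SD below its plate's average and above zero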;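 note: hits lower antibody fragment binding to DSG3; some compounds called inactive have numbers as strong as hits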
Target sequence (P32926 whole entry, looked up, the tested form may be a part): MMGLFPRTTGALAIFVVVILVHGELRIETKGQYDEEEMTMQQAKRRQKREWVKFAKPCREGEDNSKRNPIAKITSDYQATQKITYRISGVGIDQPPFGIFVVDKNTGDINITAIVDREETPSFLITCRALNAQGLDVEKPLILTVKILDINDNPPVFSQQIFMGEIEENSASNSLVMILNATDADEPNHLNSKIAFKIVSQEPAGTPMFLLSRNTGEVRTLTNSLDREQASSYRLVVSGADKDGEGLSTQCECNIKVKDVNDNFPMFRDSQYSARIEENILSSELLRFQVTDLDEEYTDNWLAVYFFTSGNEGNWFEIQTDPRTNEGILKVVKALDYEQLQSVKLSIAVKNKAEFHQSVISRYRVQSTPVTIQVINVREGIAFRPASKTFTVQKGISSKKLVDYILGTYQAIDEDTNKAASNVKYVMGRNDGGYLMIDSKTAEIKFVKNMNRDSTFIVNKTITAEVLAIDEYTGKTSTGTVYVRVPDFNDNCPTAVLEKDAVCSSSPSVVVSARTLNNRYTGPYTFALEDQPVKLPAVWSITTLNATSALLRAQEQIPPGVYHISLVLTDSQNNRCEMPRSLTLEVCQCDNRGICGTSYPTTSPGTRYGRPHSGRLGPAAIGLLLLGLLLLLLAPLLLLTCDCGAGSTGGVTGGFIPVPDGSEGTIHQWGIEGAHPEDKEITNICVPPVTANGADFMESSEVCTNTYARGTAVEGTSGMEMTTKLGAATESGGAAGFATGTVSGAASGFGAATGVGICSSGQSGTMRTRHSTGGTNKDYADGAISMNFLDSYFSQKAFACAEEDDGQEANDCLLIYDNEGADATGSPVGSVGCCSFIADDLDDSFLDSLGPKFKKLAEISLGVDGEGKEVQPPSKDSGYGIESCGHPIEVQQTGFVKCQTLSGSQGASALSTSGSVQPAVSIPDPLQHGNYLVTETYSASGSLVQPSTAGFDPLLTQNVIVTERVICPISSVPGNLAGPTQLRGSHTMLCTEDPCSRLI
The depositor's hits bear a star; nt = no result given. Hits appear at their usual frequency. About 2.4% of those tested had a hit in this group.

SMILES	V-ATPase pH	Arrestin-AP2 inh	OPRM1-OPRD1 ag	HTR5A inv ctr	MOR-DOR inv ag	PKA-R1A activ	DAGLB inh	HTR5A ag	PKA-R2B activ	Pemphigus Ab inh
COc1ccc(NC(=O)c2ccccc2NC(=O)COc2ccccc2)cc1	0	-19	-2.3	0	14	-4	-1	0	-4	99
CCCCN(Cc1ccc(C(=O)N[C@H](C(=O)O)C(C)C)cc1)C(=O)C(c1ccccc1)c1ccccc1	-1	2	-1.4	-27	7	-5	-1	-3	9	105
Cc1cc(NC(=O)CCC(=O)N(CC2CCCO2)C(C(=O)NC2CCCC2)c2ccccc2C)no1 (stereo not drawn)	-2	3	-3.8	10	19	5	1	-2	1	nt
Cc1ccc(C2/C(=C(/O)c3ccc4c(c3)CC(C)O4)C(=O)C(=O)N2CCCn2ccnc2)cc1 (stereo not drawn)	-3	2	-2.0	-2	10	6	-2	0	5	110
COc1ccccc1-c1nc(-c2ccccc2)nc(N2CCN(C)CC2)c1C#N	1	-2	-0.9	-21	4	5	-4	2	2	103
CCC(C(=O)NCC1CCCO1)N(Cc1ccccc1)C(=O)CNS(=O)(=O)c1ccccc1 (stereo not drawn)	-3	2	-0.7	7	4	-2	0	0	-9	100
CC1(C)Cc2ccccc2-c2nnc(-c3cccc(O)c3)n21	5	4	0.5	13	-2	-4	2	-6	-10	108
CN(C)CCNC(=O)/C(=N\O)c1ccccn1	-4	32	-1.3	4	8	-4	1	1	6	84
COc1ccc(COC(=O)C2CCN(C(=O)c3ccc(Cl)cc3)CC2)cc1F	-3	-1	0.3	22	-1	-12	-5	-9	-6	90
CCOc1ccc(NC(c2ccccn2)c2oc(CO)cc(=O)c2O)cc1 (stereo not drawn)	3	15	0.5	9	-2	4	3	-3	-9	nt
COc1cccc(CC(=O)OCC(=O)NCC(=O)Nc2cccc(C)c2C)c1	-4	0	-4.2	-2	22	-9	2	1	-26	98
COc1ccc(-n2c(SCC(=O)NCC3CCCO3)nc3c(c2=O)SC(C)C3)cc1 (stereo not drawn)	2	-2	-3.1	3	16	-4	-4	1	-8	108
COc1ccc(OC)c(N2C(=O)CC(Cc3ccc(Cl)cc3)C2=O)c1 (stereo not drawn)	-1	-4	-1.9	-4	11	-3	-5	3	-5	114
C=CCSc1nc2ccccc2n1C(=O)/C=C/c1ccc(OC)c(OC)c1	1	2	2.6	5	-14	-4	-2	2	0	96
COc1ccc2sc(-c3ccc(S(C)(=O)=O)cc3)c(C#CCO)c2c1	-8	5	5.9	-30	-33	-8	-2	12	-7	105
Cc1noc(C)c1C(=O)OC(C)C(=O)c1c[nH]c2ccccc12 (stereo not drawn)	4	nt	nt	nt	nt	0	-1	nt	-4	109
O=C(Nc1ccc2c(c1)OCO2)N1CCN(c2ncccn2)CC1	-1	7	-3.7	-18	20	-6	2	2	3	99
Nc1nc2n(n1)C(c1cccc(Cl)c1)CC(c1ccc(F)cc1)N2 (stereo not drawn)	0	-4	-0.3	2	2	-9	3	-1	1	108
CS(=O)(=O)Cc1cccc(C(=O)NC2CCSc3ccccc32)c1 (stereo not drawn)	2	-1	-0.1	-8	1	-5	-3	-3	-9	nt
Cc1ccc(C)c(N2CCN(C(=O)c3ccc(CSc4nc5ccncc5[nH]4)cc3)CC2)c1	-3	2	2.4	1	-12	3	3	-1	9	107
COc1ccc(S(=O)(=O)NCC2CCC(C(=O)N3CCC4(CC3)OCCO4)CC2)cc1 (stereo not drawn)	2	0	0.7	15	-3	-5	-2	7	1	104
Cc1cccc(NC(=O)Cn2nc(C(F)(F)F)cc2C2CC2)c1	-5	0	5.6	16	-30	9	-3	0	-1	107
CC1CCCCN1S(=O)(=O)c1ccc2c(c1)CCN2C(=O)C1CC1 (stereo not drawn)	-1	3	-3.7	23	19	3	-1	-3	6	90
COc1ccccc1C1CCN(c2ccc([N+](=O)[O-])c(OC)c2)CC1	0	4	0.9	-9	-4	-4	-6	12	11	nt
COC(=O)COc1ccc(C(=O)OC)cc1	-6	12	-1.5	4	9	-4	-4	6	-2	101
O=C(Nc1ccccc1C(=O)NCCCN1CCOCC1)c1ccccc1	1	-6	-3.9	-8	20	-4	-1	3	-5	100
Cc1ccccc1N1CCN(C2CCCN(C(=O)CCN3CCCCO3)C2)CC1 (stereo not drawn)	-4	10	-1.1	1	6	-3	2	3	-2	nt
COCCCNc1nc(N)c([N+](=O)[O-])c(NC2CCCCC2)n1	3	48	2.9	-16	-13	-8	-5	4	-8	117
CC1(C)CCC(=O)N(c2ccccc2)C1=O	-2	4	1.5	8	-10	5	3	2	3	97
CCOc1ccc(CCNC(=O)c2c(C)noc2C)cc1OCC	-2	21	-1.3	8	9	2	-1	-3	-6	105
Cc1cc(C(=O)Cn2cnc3ccc(Cl)cc3c2=O)c(C)n1C1CC1	-1	7	-1.6	-22	8	-9	-2	6	2	98
Cc1ccc(NC(=O)COC(=O)CC2CCCC2)cc1Cl	11	3	10	1	-50	-10	-7	0	-14	114
Cc1cc(C(=O)N/N=C/c2ccncc2)c2ccccc2n1	5	11	-3.1	-2	14	5	-2	1	2	98
Cc1ccc(NC(=O)CCNS(=O)(=O)c2ccc3c(c2)oc(=O)n3C)cc1C	-3	0	-1.6	-17	8	-2	1	5	-1	101
Cc1ccc2c(SCC(=O)NCc3ccco3)nc(-c3ccc(F)cc3)nc2c1	2	3	1.6	1	-9	-3	-4	4	-8	101
COc1cc(/C=c2\sc3nc(=O)c(-c4ccccc4)nn3c2=O)ccc1OCCC(C)C	0	6	-3.2	-2	17	-6	0	5	2	109
O=C(NCC1CCCO1)c1csc2c1CCCCC2 (stereo not drawn)	-1	2	-0.7	1	4	-2	-1	0	-7	93
NCC1CCN(c2nc3ccccc3c3c2CCCC3)CC1	-1	37	9.5	0	-46	1	-1	0	-1	nt
O=C(CN1CCOCC1)Nc1ccccc1Sc1ccc(Cl)cc1	0	10	6.8	-3	-48	-2	-5	1	-4	88
COC(=O)c1ccccc1NC(=O)c1cc[n+]([O-])cc1	-1	4	-3.5	-10	18	-3	0	3	-11	102
NC(=S)N/N=C\c1ccccc1OCc1ccccc1	3	-17	-2.2	10	10	1	-1	3	-3	100
CCOc1ccc2oc(C(=O)OCC(=O)NC(=O)NC3CCCC3)c(C)c2c1	-2	-7	0.8	-9	-4	-2	3	4	5	99
CCOC(=O)Cn1nc(-c2ccc(C)cc2)ccc1=O	-1	-17	-1.1	12	6	-11	-4	0	0	101
O=C(O)c1cn(Cc2ccccc2)c2ccccc2c1=O	2	3	-2.1	8	11	-14	0	-1	1	81
Cc1cc(C)n(S(=O)(=O)c2ccc(C)c(C)c2)n1	0	12	-1.5	8	7	-9	-3	-2	-7	124
CCCSc1nc(-c2ccccc2)cc(C(F)(F)F)c1C#N	-1	34	1.1	16	-6	1	-10	-2	2	nt
Cc1ccccc1Nc1nc(N)nc(CSc2nnnn2C)n1	-2	36	-2.4	-11	12	-4	0	4	2	104
O=C(NCc1ccccc1)C(c1ccc(Cl)cc1)N(C(=O)c1csnn1)C1CC1 (stereo not drawn)	1	-13	-1.5	-23	8	-3	0	1	0	110
O=C(CN1C(=O)c2ccccc2C1=O)N1CCN(c2ccccn2)CC1	-1	5	-0.1	-51	1	-1	1	5	-11	97
CC(=O)SCCC(=O)Nc1ccccc1	4	1	-1.8	32	9	-10	2	1	-5	97

A draw from above in order of heavy-atom count, smallest number first:
SMILES	V-ATPase pH	Arrestin-AP2 inh	OPRM1-OPRD1 ag	HTR5A inv ctr	MOR-DOR inv ag	PKA-R1A activ	DAGLB inh	HTR5A ag	PKA-R2B activ	Pemphigus Ab inh
CC1(C)CCC(=O)N(c2ccccc2)C1=O	-2	4	1.5	8	-10	5	3	2	3	97
O=C(NCC1CCCO1)c1csc2c1CCCCC2 (stereo not drawn)	-1	2	-0.7	1	4	-2	-1	0	-7	93
COC(=O)c1ccccc1NC(=O)c1cc[n+]([O-])cc1	-1	4	-3.5	-10	18	-3	0	3	-11	102
Cc1cccc(NC(=O)Cn2nc(C(F)(F)F)cc2C2CC2)c1	-5	0	5.6	16	-30	9	-3	0	-1	107
Nc1nc2n(n1)C(c1cccc(Cl)c1)CC(c1ccc(F)cc1)N2 (stereo not drawn)	0	-4	-0.3	2	2	-9	3	-1	1	108
Cc1cc(C(=O)Cn2cnc3ccc(Cl)cc3c2=O)c(C)n1C1CC1	-1	7	-1.6	-22	8	-9	-2	6	2	98
O=C(CN1C(=O)c2ccccc2C1=O)N1CCN(c2ccccn2)CC1	-1	5	-0.1	-51	1	-1	1	5	-11	97
O=C(Nc1ccccc1C(=O)NCCCN1CCOCC1)c1ccccc1	1	-6	-3.9	-8	20	-4	-1	3	-5	100
CCOc1ccc2oc(C(=O)OCC(=O)NC(=O)NC3CCCC3)c(C)c2c1	-2	-7	0.8	-9	-4	-2	3	4	5	99
CCC(C(=O)NCC1CCCO1)N(Cc1ccccc1)C(=O)CNS(=O)(=O)c1ccccc1 (stereo not drawn)	-3	2	-0.7	7	4	-2	0	0	-9	100
Cc1cc(NC(=O)CCC(=O)N(CC2CCCO2)C(C(=O)NC2CCCC2)c2ccccc2C)no1 (stereo not drawn)	-2	3	-3.8	10	19	5	1	-2	1	nt

Following part:
SMILES	V-ATPase pH	Arrestin-AP2 inh	OPRM1-OPRD1 ag	HTR5A inv ctr	MOR-DOR inv ag	PKA-R1A activ	DAGLB inh	HTR5A ag	PKA-R2B activ	Pemphigus Ab inh
COc1cc(OC)cc(C(=O)N[C@H](C(=O)Nc2nc(-c3cc(OC)ccc3OC)cs2)C(C)C)c1	0	58*	1.7	3	-8	8	-1	-1	3	nt
Cc1sc2ncnc(NC(C)C(=O)O)c2c1C (stereo not drawn)	3	-5	-1.3	-8	6	6	0	3	2	111
CC/C(=N\NS(=O)(=O)c1ccc(C)cc1)c1ccco1	-1	4	-3.4	-6	15	-6	-4	2	-8	103
CC(Oc1cc2oc(=O)c3c(c2cc1Cl)CCC3)C(=O)NCc1ccncc1 (stereo not drawn)	5	-8	-1.1	-30	6	7	-1	0	-2	98
CC1(C)CC(=O)c2c(O)cc(OCC(=O)NCCc3ccc(S(N)(=O)=O)cc3)cc2O1	2	3	-1.7	2	9	-11	2	3	-4	nt
Nc1ccccc1Sc1ccc(C(=O)c2ccccc2C(=O)O)cc1[N+](=O)[O-]	-4	-11	-2.7	1	14	-8	13	-4	-10	99
CCn1c(CCNC(=O)c2cccs2)nnc1SCC(=O)NC1CCCCC1	2	-2	-0.8	-9	4	4	2	-1	-4	98
COc1ccc(-n2ncc3c(=O)n(CC(=O)Nc4ccc5c(c4)OCCO5)cnc32)cc1	0	1	2.6	-45	-14	0	1	4	4	102
